Assay outcomes as filed in PubChem.
TNAP act hi DEA: increases human TNAP activity under high phosphate acceptor concentration | 200,000 tested, under 10 active | activation factor at 20 µM | purified TNAP, CDP-star luminescence, 1 M DEA, 30 min; active compounds read high; 0 = EDTA background, 1 = DMSO-only activity | P05186 | AID 1136;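 active = activation factor at least 2 at 20 µM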
Target sequence (P05186 whole entry, looked up): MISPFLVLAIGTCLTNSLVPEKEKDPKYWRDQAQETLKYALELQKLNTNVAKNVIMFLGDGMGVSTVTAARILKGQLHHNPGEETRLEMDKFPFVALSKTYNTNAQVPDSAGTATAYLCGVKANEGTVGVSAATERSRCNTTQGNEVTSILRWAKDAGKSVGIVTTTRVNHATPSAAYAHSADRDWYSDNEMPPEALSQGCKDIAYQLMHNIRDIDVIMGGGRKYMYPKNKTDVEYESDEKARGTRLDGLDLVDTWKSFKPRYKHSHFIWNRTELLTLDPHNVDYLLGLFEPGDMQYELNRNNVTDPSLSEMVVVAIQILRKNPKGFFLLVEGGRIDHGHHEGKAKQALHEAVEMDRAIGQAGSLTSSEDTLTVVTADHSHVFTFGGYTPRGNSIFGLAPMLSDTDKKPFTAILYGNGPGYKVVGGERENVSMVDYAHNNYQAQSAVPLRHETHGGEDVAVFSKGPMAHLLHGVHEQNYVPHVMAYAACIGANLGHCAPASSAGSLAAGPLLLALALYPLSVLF
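system = human TNAP | amount = enzyme diluted 1/800 final | reagent = 100 µM CDP-star substrate | signal = luminescent substrate turnover signal | dosing = one dose, 20 µM | benchmarks = EDTA negative control, DMSO positive control | measure = activation factor | timing = 30 min reaction, room temperature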
ROMK primary: human ROMK K+ channel modulation, primary screen | Tet-inducible ROMK, thallium flux fluorescence; actives lie on both sides | B-score at 10 µM | hit rate 2% among 130,000 | AID 1918;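 active = signal ratio slope over the read window, or its plate-corrected B-score, at least 3 SD from the plate mean, either direction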;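 also: B-score of the F/F0 ratio slope over 7 to 12 s after thallium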
PPARg SRC2 recr: promotes SRC-2 coactivator recruitment by human PPARgamma; P37231; PPARgamma LBD-SRC-2 recruitment, biochemical; hit rate 0.34% among 200,000; activation, % at 8 µM; AID 1032; in the data active = activation above about 22%;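 also: 0% = vehicle and 100% = reference agonist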
Target sequence (P37231 whole entry, looked up, the tested form may be a part): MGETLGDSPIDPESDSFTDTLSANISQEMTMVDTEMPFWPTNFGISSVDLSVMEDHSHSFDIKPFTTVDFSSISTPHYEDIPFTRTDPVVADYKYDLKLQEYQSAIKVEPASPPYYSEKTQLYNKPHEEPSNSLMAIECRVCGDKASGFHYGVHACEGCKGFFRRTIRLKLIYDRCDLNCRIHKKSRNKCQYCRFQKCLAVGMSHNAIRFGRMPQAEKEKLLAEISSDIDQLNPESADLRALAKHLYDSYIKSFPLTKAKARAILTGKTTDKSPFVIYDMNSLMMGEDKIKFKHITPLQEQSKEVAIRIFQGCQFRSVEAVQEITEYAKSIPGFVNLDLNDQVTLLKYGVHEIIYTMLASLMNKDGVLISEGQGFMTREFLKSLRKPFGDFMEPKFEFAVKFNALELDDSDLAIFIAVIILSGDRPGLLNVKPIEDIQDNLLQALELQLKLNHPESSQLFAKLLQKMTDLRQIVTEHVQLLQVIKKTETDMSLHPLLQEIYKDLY
STAT1 inh: STAT1 signaling inhibition; inhibition, % at 5.5 µM; hit rate 0.35% among 200,000; AID 920; NIH 3T3 STAT1-luciferase reporter, IFN-gamma, luminescence;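 active = inhibition above a set limit, the mean inhibition across all tested compounds plus 3 SD, cut at about 34% in these data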;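 also: 0% = IFN-gamma with DMSO and 100% = IFN-gamma with 300 µM nifuroxazide; values of inactives mirror those of a sister screen read the other way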
PPARg SRC1 recr: promotes SRC-1 coactivator recruitment by human PPARgamma | activation, % at 8 µM | P37231 | PPARgamma-SRC-1 coactivator recruitment biochemical assay | hit rate 0.41% among 200,000; in the data active = activation above about 19%;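 also: 0% = DMSO and 100% = reference agonist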
STAT3 inh: inhibitors of IL-6 induced STAT3 signaling; U3A cells, IL-6 STAT3-luciferase reporter, luminescence; host cell line lacks STAT1; inhibition, % at 5.5 µM; hit rate 0.89% among 190,000;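 active = inhibition above the mean inhibition across all screened compounds plus 3 SD, cut at about 44% in these data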;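 also: 0% = DMSO only wells and 100% = 100 µM nifuroxazide control wells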
TR-FRET SRC-2 ct: flags TR-FRET format artefacts in PPARgamma SRC-2 recruitment agonist screen | hit rate 0.4% among 200,000 | TR-FRET artefact counter-screen; active compounds read high | AID 1049 | TR-FRET ratio at 8 µM; in the data active = TR-FRET ratio above about 2000; also: inactives centre near 1500
bIAP activator: increases bovine intestinal alkaline phosphatase activity; purified bovine IAP, CDP-star luminescence, 30 min; active compounds read high; fold of DMSO-control signal, blank-subtracted; activation factor at 20 µM; hit rate 0.17% among 200,000; AID 1016;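 active = activation factor of 2 or more at 20 µM, a signal rise over negative controls twice the positive control's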
bIAP inhibitor: blocks bovine intestinal alkaline phosphatase activity. AID 1019. purified bovine IAP, CDP-star luminescence, 30 min. inhibition, % at 20 µM. 190,000 tested, under 10 active;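 active = over 50% inhibition of intestinal alkaline phosphatase at 20 µM in the single-dose screen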
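Incubation: 30 min reaction at room temperature / Material: purified bovine intestinal alkaline phosphatase (IAP) enzyme / Input: enzyme at 1/65,000,000 dilution / Dosing: 20 µM single dose / Signal: CDP-star luminescence signal / Reagent: CDP-star chemiluminescent phosphatase substrate, 30 µM final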
PPARg SRC-3 ag: agonists of human PPARgamma SRC-3 coactivator recruitment. biochemical PPARgamma/SRC-3 coactivator recruitment assay. activation, % at 8 µM. hit rate 0.26% among 200,000; in the data active = activation above about 23%;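 also: 0% = DMSO and 100% = reference agonist; some compounds past the cut are filed as inactive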
STAT3 activator: STAT3 signaling activation. AID 871. hit rate 0.91% among 190,000. activation (% of control), % at 5.6 µM. U3A cells, IL-6 STAT3-luciferase reporter, luminescence; 100% = signal with IL-6 EC80 alone;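 active = activation above the screen-wide mean of compound activation plus 3 SD, cut at about 130% in these data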;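 also: 0% = background luminescence of wells with medium and substrate only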
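System – human U3A cells carrying STAT3-luciferase construct · Probe or stimulus – Interleukin-6, 33 ng/mL · Schedule – compound 1 h, then IL-6 6 h at 37 °C · Signal – luminescence from STAT3-driven luciferase reporter · Evaluation – percent of IL-6-only median luminescence · Benchmarks – IL-6-only high control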
Numbers without * were called inactive; . = not tested or not shown.

SMILES | TNAP act hi DEA | ROMK primary | PPARg SRC2 recr | STAT1 inh | PPARg SRC1 recr | STAT3 inh | TR-FRET SRC-2 ct | bIAP activator | bIAP inhibitor | PPARg SRC-3 ag | STAT3 activator
CCOc1ccc(CC(=O)N2CCN(c3ccc(N4CCOCC4)nn3)CC2)cc1OCC | 1 | . | -0.9 | -1.8 | 2.7 | -4.8 | 1523 | 1.1 | -6.1 | -1.5 | 104.1
COc1cccc(N2CCN(Cc3nc(N)nc(Nc4ccccc4OC)n3)CC2)c1 | 1 | . | 9.2 | 8.4 | 1.7 | 3.1 | 1628 | 1 | -4.2 | 15.0 | 100.3
Cc1ccc(NC(=S)N(CCN(C)C)C(C)c2ccco2)cc1C (stereo unspecified) | 1 | -0.00357 | -9.6 | 12.7 | 5.6 | 4.8 | 1432 | 1 | -3.1 | 1.4 | 94.0
CC1(C)CC2CC(C)(CN2C(=O)COC(=O)CNC(=O)c2ccc(Cl)c(Cl)c2)C1 (stereo unspecified) | 1 | 0.179 | -3.2 | -1.6 | -1.8 | 25.3 | 1584 | 1.1 | -9.3 | 4.5 | 77.7
CC(=O)c1c(C)[nH]c(C(=O)COC(=O)CCSc2ccccc2)c1C | 1 | 0.613 | 3.4 | 5.8 | 7.1 | 2.1 | 1675 | 0.9 | 7.3 | 2.1 | 101.2
Cc1ccc(C2(C(F)(F)F)N=C3Sc4cc(C)ccc4N3C(=O)N2)cc1 (stereo unspecified) | 1 | . | -4.6 | -3.3 | -10.8 | 2.5 | 1468 | 1 | -3.4 | -13.2 | 101.5
CCn1cc(/C=N/NC(=O)c2ccc(C#N)cc2F)c2ccccc21 | 1.1 | 1.07 | -1.3 | 6.1 | -8.7 | 3.2 | 1576 | 0.8 | 21.8 | 1.6 | 102.3
COc1cccc(C(=O)Oc2ccc(N3C(=O)CCC3=O)c(C)c2)c1 | 1 | -1.1 | 5.3 | -12.3 | -4.8 | 5.2 | 1375 | 0.9 | 7.1 | -4.8 | 99.7
COc1cc2c(cc1NC(=O)CN1C(=O)NC3(CCc4ccccc43)C1=O)oc1ccccc12 (stereo unspecified) | 1.1 | 0.082 | -1.2 | -6.4 | 3.6 | 4.4 | 1597 | 0.9 | 7.2 | -3.2 | 101.7
CCOC(=O)c1cc2sccc2n1CC(=O)C(C)(C)C | 1.1 | 0.675 | 4.2 | -1.1 | 8.6 | 4.4 | 1566 | 0.9 | 8.3 | -0.7 | 98.3
O=C(O)Cn1nc(-c2ccc(F)cc2)oc1=O | 1 | 0.00942 | 9.8 | -0.7 | 4.5 | -0.7 | 1541 | 0.9 | 8.5 | 11.0 | 104.4
Cc1[nH]n(S(=O)(=O)Cc2ccccc2)c(=O)c1N=Nc1ccccc1Cl | 0.9 | -1.08 | -2.2 | -2.6 | -0.8 | -28.2 | 1643 | 0.9 | 6.5 | 4.1 | 129.3
CCOc1ccc(NS(=O)(=O)c2ccc(NC(=O)C3CCCO3)cc2)cc1 (stereo unspecified) | 1 | 0.0299 | 3.0 | 4.0 | 3.4 | 8.3 | 1499 | 0.9 | 9.2 | 9.4 | 93.3
CC(C)c1ccc(N(C(=O)c2cc3ccccc3oc2=O)C2C=CS(=O)(=O)C2)cc1 (stereo unspecified) | 1 | . | -1.0 | 10.6 | -2.4 | 1.6 | 1402 | 1 | 0.0 | -7.5 | 94.5
Cc1nc(Nc2ccccc2)sc1C | 1 | 0.76 | -0.1 | -17.5 | 5.2 | 7.5 | 1563 | 1.2 | -21.8 | -2.3 | 97.7
Cc1cccc(NC(=O)CO/N=C/c2ccc3c(c2)OCO3)c1 | 1 | . | 13.8 | -7.0 | 5.9 | 2.0 | 1462 | 0.9 | 7.8 | 1.5 | 97.1
Cc1cccc2cc(CN(Cc3cccnc3)C(=O)c3ccccc3F)c(Cl)nc12 | 1 | . | 0.9 | 5.1 | 0.9 | 12.7 | 1585 | 1 | -1.6 | -2.4 | 97.8
CCn1c(SCC(=O)Nc2ccc(NC(=O)c3cccs3)cc2)nnc1-c1cccnc1 | 1.1 | . | 4.5 | 0.8 | -4.7 | -3.0 | 1604 | 0.9 | 7.3 | 0.4 | 107.6
CCCOc1ccc(C2NC(=O)NC2=O)cc1 (stereo unspecified) | 1 | 1.22 | -3.4 | 2.0 | -8.4 | 0.0 | 1438 | 0.9 | 14.8 | 0.0 | 103.5
COc1ccc(NC(=O)COc2ccc(/C=N/n3c(C)nnc3C)cc2OC)cc1 | 1 | . | 3.5 | -2.3 | -3.1 | -0.2 | 1548 | 1 | -0.8 | -5.7 | 103.2
COc1cccc2sc(Nc3nc(-c4ccccn4)cs3)nc12 | 1 | 0.473 | 6.4 | -40.0 | 3.1 | -31.6 | 1704 | 1.7 | -68.5 | -6.6 | 128.0
Cc1cccc(NC(=O)c2ccc(OCC3CCCO3)cc2)c1C (stereo unspecified) | 1 | . | -2.8 | -11.0 | -2.9 | -10.2 | 1468 | 1.1 | -14.7 | 1.2 | 108.5
CN(Cc1ccccc1NS(=O)(=O)c1ccc(Cl)cc1)C1CCCCC1 | 1 | -1.08 | -2.9 | -6.7 | -3.3 | -10.5 | 1418 | 0.9 | 9.5 | 1.9 | 109.8
O=C(NC1CCCCC1)C(c1ccc(Cl)cc1)N1CCC2(CC1)OCCO2 (stereo unspecified) | 1 | . | 0.4 | -7.2 | 0.8 | 7.9 | 1458 | 1 | -4.6 | -5.7 | 96.7
O=C(CCCC(=O)N(CC(=O)NC1CCCCC1)Cc1ccco1)Nc1ccccn1 | 1 | . | -6.8 | -0.1 | -1.4 | 14.5 | 1375 | 1 | -1.4 | -3.0 | 93.1

Some values from the results shown:
Reading for COc1cc2c(cc1NC(=O)CN1C(=O)NC3(CCc4ccccc43)C1=O)oc1ccccc12 (stereo unspecified) under PPARg SRC-3 ag: -3.2
Reading for CCOc1ccc(CC(=O)N2CCN(c3ccc(N4CCOCC4)nn3)CC2)cc1OCC under STAT3 activator: 104.1

Later entries.
SMILES | TNAP act hi DEA | ROMK primary | PPARg SRC2 recr | STAT1 inh | PPARg SRC1 recr | STAT3 inh | TR-FRET SRC-2 ct | bIAP activator | bIAP inhibitor | PPARg SRC-3 ag | STAT3 activator
O=C(CSc1nnnn1Cc1ccccc1)Nc1ccc2c(c1)OCCO2 | 1.1 | -0.74 | 1.9 | -0.6 | 8.2 | -1.6 | 1779 | 1 | 3.3 | -2.6 | 103.7
CC(=O)/C(=N\Nc1ccc(Cl)cc1)Sc1nnc(-c2ccccc2)n1-c1ccccc1 | 1 | . | 7.1 | -6.0 | -0.8 | 7.8 | 1545 | 1 | 3.9 | -5.8 | 95.8
NS(=O)(=O)c1ccc(N/N=C/c2ccccn2)c([N+](=O)[O-])c1 | 0.8 | 0.479 | -4.1 | -6.9 | 0.4 | 12.8 | 1569 | 1 | 3.1 | 1.0 | 91.3
CCOC(=O)C1=C(CC)OC(N)=C(C#N)C1c1cc(OC)ccc1OC (stereo unspecified) | 1 | . | 2.0 | 8.4 | 8.7 | 4.7 | 1705 | 1 | 4.9 | 5.6 | 99.7
CCC(=O)Nc1ccc(N2CCC(C)CC2)cc1 | 1 | -0.185 | 9.1 | -21.8 | 7.5 | 2.6 | 1694 | 1.1 | -7.1 | -2.9 | 99.0
COc1cccc(/C=N/NC(=O)c2ccc(OCc3cccc(Br)c3)cc2)c1 | 1 | . | 4.2 | 0.5 | 1.8 | 14.9 | 1378 | 0.9 | 9.4 | -5.0 | 92.5
Cc1ccc(Cn2c(=S)[nH]c3ccc(N4CCOCC4)cc3c2=O)o1 | 1 | . | 1.6 | 3.5 | 5.0 | 8.5 | 1585 | 1 | -3.3 | 1.0 | 98.1
Cc1nc(C(=O)Nc2ccc(Cl)cc2Cl)nn1-c1cc(OC(C)C)c(Cl)cc1Cl | 0.9 | . | 2.0 | -2.7 | 7.2 | 25.4 | 1520 | 1 | 0.4 | 7.6 | 86.6
CCOC(=O)C1(Cc2ccccc2)CCN(CC2CC=CCC2)CC1 (stereo unspecified) | 1.1 | 0.143 | -3.1 | -0.7 | 0.2 | -8.0 | 1523 | 1 | -1.5 | 0.1 | 109.7
NC(=O)C1(N2CCCCC2)CCN(c2nc(-c3ccccc3)cs2)CC1 | 1 | -1.48 | 8.0 | -4.9 | -0.5 | 2.0 | 1616 | 0.9 | 9.0 | -1.4 | 99.9
COc1ccc(OCc2nnc(SCC(=O)N3c4ccccc4Sc4ccc(Cl)cc43)o2)cc1 | 1 | . | 3.6 | 10.1 | 0.7 | 16.8 | 1489 | 0.9 | 12.0 | 4.0 | 90.8
CCC1CCCCN1CC(=O)c1c(C)[nH]c2ccccc12 (stereo unspecified) | 1 | . | 10.9 | 6.9 | 1.4 | 1.5 | 1496 | 1.1 | -9.4 | 7.1 | 103.2
CC(C)c1ccc(N2CC(C)(C)C2=O)cc1 | 1 | . | 4.5 | -19.6 | 5.1 | -4.7 | 1689 | 1 | -2.3 | 4.0 | 106.1
COc1ccccc1-c1cc(C(=O)N2CCCc3ccccc32)no1 | 1 | -0.249 | -1.5 | -26.6 | 0.3 | 17.9 | 1486 | 0.9 | 12.2 | 2.5 | 93.7
COc1ccc(NC(=O)CN(c2cccc(F)c2)S(C)(=O)=O)cc1OC | 1.1 | 0.015 | 1.9 | 3.8 | 2.6 | 11.8 | 1451 | 1 | 3.3 | 0.7 | 92.6
CN(CC(=O)Nc1ccc(S(=O)(=O)N2CCCC2)cc1)Cc1c(F)cccc1Cl | 1.1 | -0.0729 | 5.3 | 12.1 | 8.7 | 25.6 | 1845 | 1 | 2.6 | 1.6 | 81.3
Cc1cccc(N2CCC(NCc3c(C(=O)N4CCCCC4)nc4c(C)cccn34)CC2)c1 | 1 | -2.57 | -0.6 | 5.8 | 4.4 | 4.5 | 1601 | 1.1 | -11.2 | 5.0 | 101.0
COc1ccc(N2CCN(CCCNC(=S)Nc3c(C)cccc3C)CC2)cc1 | 1 | -0.217 | 6.9 | 5.1 | 14.5 | 5.3 | 1580 | 1 | 4.7 | 2.4 | 96.8
CCc1nnc(NC(=O)CSc2nnc(C3CCCCC3)n2-c2cccc(Cl)c2)s1 | 1 | -1.09 | 5.0 | -4.6 | 2.2 | 1.9 | 1243 | 1 | 1.5 | 10.0 | 100.2
O=C(Nc1ccc(S(=O)(=O)Nc2nccs2)cc1)c1ccc(=O)[nH]c1 | 1 | -0.0248 | -4.9 | 3.6 | -7.0 | -0.3 | 1505 | 1.1 | -9.8 | -0.6 | 102.2
CCOC(=O)c1c(-c2cccs2)csc1NC(=O)c1ccco1 | 1 | . | 5.8 | 0.1 | 15.9 | 15.1 | 1562 | 0.9 | 9.7 | 1.9 | 89.9
